# MgcRacGAP inhibition: MgcRacGAP GTPase-activating activity inhibitors, confirmation, biochemical, ADP Hunter fluorescence; one-dose inhibition, % at 30 µM; IC50 in µM for titrated hits; AID 624330; 340,000 compounds, 0.6% hits; MgcRacGAP-stimulated Rac1 GTP hydrolysis, ADP Hunter fluorescence; higher % means a stronger effect; GST-tagged Rac1 F28L mutant substrate;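 active = first-screen hits whose inhibition reached a set limit at any dose in the follow-up dose series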;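 also: fluorescence reports GDP produced by GAP-driven GTP hydrolysis; strong numbers were not always called active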
# NOD1 NF-kB reporter: NOD1 signaling inhibitors, primary screen, cell-based, luminescence, uHTS (AID 1578); NOD1-driven NF-kB luciferase reporter cells, luminescence; higher % means a stronger effect; one-dose inhibition, % at 4 µM; EC50 in µM for titrated hits; 290,000 compounds, 1% hits; in the data active = inhibition mostly above about 36%, no sharp cut-off; inactive = mostly below about 34%;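 also: HEK-293T reporter cells stimulated with the NOD1 agonist gamma-tri-DAP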
# KOR beta-arrestin-1: KOR agonists, beta-arrestin recruitment, primary screen, cell-based, luminescence, uHTS (AID 1777); KOR beta-arrestin recruitment, luminescence; higher % means a stronger effect; activation, % at 10 µM; hits with a dose series show EC50 in µM; 280,000 compounds, 0.02% hits; in the data active = activation above about 50%, passing the limit was not always enough; also: a part of the inactive calls stands beside numbers as strong as those of hits
# GPR35 arrestin U2OS: inhibition of zaprinast-stimulated GPR35 beta-arrestin translocation – imaging, U2OS, beta-arrestin-GFP, zaprinast agonist, primary screen (AID 2058); U2OS GPR35 beta-arrestin-GFP translocation imaging, zaprinast antagonism; higher % means a stronger effect; one-dose inhibition, % at 10 µM; IC50 in µM for titrated hits; 290,000 compounds, 0.052% hits;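 active = inhibition of at least 50% with at least 30 cells and total cytoplasm GFP at most 10,000,000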
# UTI89 phage lysis: inhibition of K1F phage lysis, E. coli UTI89, bacterial capsule biogenesis inhibitors, alamar blue (AID 488966) | 340,000 compounds, 0.02% hits | inhibition, % at 100 µM, or IC50 in µM where a hit was titrated | E. coli UTI89 K1F phage lysis, alamar blue, 2 h; higher % means a stronger effect;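 active = phage lysis inhibition, versus mean bacterial control, above a set limit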;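 also: capsule biogenesis inhibitors block K1F phage lysis so surviving cells raise fluorescence; higher fluorescence means more inhibition of phage lysis; actives were called in the ten point dose series up to 300 µM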
# GPR55 antagonists: GPR55 antagonists blocking LPI-driven arrestin recruitment, primary screen, imaging, U2OS, beta-arrestin-GFP, LPI agonist (AID 2013). 290,000 compounds, 0.13% hits. U2OS GPR55 beta-arrestin-GFP translocation imaging, LPI antagonism; higher % means a stronger effect. inhibition, % at 10 µM; hits with a dose series show IC50 in µM;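 active = spots per cell inhibited over 60%, with over 100 cells counted and total cytoplasm intensity under 500,000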;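 also: U2OS cells stably carrying GPR55 and arrestin-GFP stimulated by 5 µM LPI near EC80; imaged beta-arrestin-GFP aggregate spots per cell after agonist stimulation; plate controls were LPI-stimulated DMSO wells for no effect and DMSO wells without LPI for full effect; some results filed as inactive read as strong as hits; confirmed hits need IC50 under 10 µM and bright autofluorescent wells are also inconclusive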
# KOR beta-arrestin-2: kappa opioid receptor blockers – cell-based, luminescence, uHTS (AID 1778). KOR beta-arrestin recruitment, luminescence, antagonist mode; higher % means a stronger effect. inhibition, % at 10 µM, or IC50 in µM where a hit was titrated. 290,000 compounds, 0.091% hits; in the data active = inhibition above about 50%; also: strong numbers were not always called active
# NTR1 ag: agonists of NTR1, primary screen, imaging, U2OS cells, beta-arrestin-GFP, high content (AID 493036). P30989. NTR1-U2OS beta-arrestin-GFP spot imaging, agonist mode. activation, % at 20 µM. 330,000 compounds, 0.17% hits;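 active = activation at or above 40% of the spot to cytoplasm intensity ratio, with at least 20 cells analyzed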;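 also: 0% = DMSO without peptide and 100% = 100 nM NTR1 peptide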
# Target sequence (P30989 whole entry, looked up): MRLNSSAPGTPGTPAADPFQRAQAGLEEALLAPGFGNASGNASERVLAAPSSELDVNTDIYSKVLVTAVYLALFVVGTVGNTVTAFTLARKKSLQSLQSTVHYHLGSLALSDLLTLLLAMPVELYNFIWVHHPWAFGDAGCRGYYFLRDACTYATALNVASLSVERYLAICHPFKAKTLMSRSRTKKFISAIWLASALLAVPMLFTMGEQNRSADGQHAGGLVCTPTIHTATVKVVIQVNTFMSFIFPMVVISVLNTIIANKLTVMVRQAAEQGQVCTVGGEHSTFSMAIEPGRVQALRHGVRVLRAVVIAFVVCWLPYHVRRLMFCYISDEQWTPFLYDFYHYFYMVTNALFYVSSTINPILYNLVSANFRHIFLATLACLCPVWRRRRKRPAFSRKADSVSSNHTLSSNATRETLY
# GPR55 beta-arrestin: GPR55 agonists via beta-arrestin recruitment, primary screen, imaging, U2OS cells, beta-arrestin-GFP redistribution (AID 1961). U2OS GPR55 beta-arrestin-GFP redistribution imaging; higher % means a stronger effect. one-dose activation, % at 10 µM; EC50 in µM for titrated hits. 290,000 compounds, 0.048% hits;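 active = activation above 40% with more than 50 cells counted in the well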;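 also: U2OS osteosarcoma cells stably expressing GPR55 and beta-arrestin-GFP; plate controls were DMSO negative control for no effect and LPI positive control for full effect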
# NTR1 ag cell count 20 µM: further read-out of NTR1 ag, marked with its call; cell count; measured here: cell count, cytotoxicity flag
# An asterisk follows results filed as active; . = no result given; & = joins results of further samples; [ ] = another dose, or the depositor's remark.
SMILES,MgcRacGAP inhibition,NOD1 NF-kB reporter,KOR beta-arrestin-1,GPR35 arrestin U2OS,UTI89 phage lysis,GPR55 antagonists,KOR beta-arrestin-2,NTR1 ag,NTR1 ag cell count 20 µM,GPR55 beta-arrestin
CN1CCN(CC#CC2(O)CCCCC2)CC1,1%,-26%,-7.2%,17%,0.3%,-2%,-36%,-0.4,55,-0.4%
CN(Cc1ccc(Cl)cc1Cl)C(=O)c1cc(=O)c2ccccc2o1,2%,-3%,-0.9%,5%,-0.4%,-1%,-20%,8.3,40,0.4%
CC1CCN(Cc2c(C(=O)N/N=C/c3cccc(Cl)c3)nnn2-c2nonc2N)CC1,5%,3%,-4.7%,1%,0.3%,4%,4%,4.8,69,12%
CCn1c(=O)c(C(=O)Nc2ccsc2C(=O)OC)c(O)c2ccccc21,.,-29%,6.1%,13%,.,1%,3%,-1.8,55,-0.2%
Cc1c(C(=O)O)nn(-c2cccc(C(F)(F)F)c2)c(=O)c1C#N,0%,-6%,2.4%,0%,0.1%,1%,24%,-0.8,64,-0.2%
CCN(c1ccc(NC(=O)CN2C(=O)NC3(CCOc4ccccc43)C2=O)cc1)C(C)C (stereo not given),18%,-1%,0.3%,3%,0.0%,-3%,-14%,-0.5,97,0.0%
CCOc1ccc(-n2c(C)nc3cc(C(=O)NCc4ccc5c(c4)OCO5)ccc32)cc1,11%,-2%,8.4%,9%,1.2%,1%,11%,1.8,60,-0.3%
Cc1coc2c(O)cc3c(c12)OC1(N2CCCCC2)C(=O)NCCCC31 (stereo not given),-1%,-16%,-0.5%,11%,-1.1%[50 µM],4%,12%,.,.,0.4%
Cc1ccc(S(=O)(=O)N2CCN(S(=O)(=O)N3CCCCC3)CC2)cc1,7%,.,-1.2%,-7%,0.4%,0%,-12%,0.2,93,0.2%
CCOCCCNC(=O)CN1C(=O)COc2ccc(S(=O)(=O)N3CCCCCC3)cc21,-19%,-3%,-2.6%,15%,0.0%,-9%,-28%,0.0,60,-0.1%
O=C(CCC1CCCN(C(=O)c2ccc(F)c(F)c2)C1)N1CCN(c2ccccn2)CC1 (stereo not given),8%,-20%,-0.1%,-3%,-0.1%,12%,-4%,2.6,62,-0.1%
CCOc1ccc(N2C(=O)CN=C2Nc2ccccc2Cl)cc1,1%,5%,0.8%,0%,0.5%,-2%,-5%,-0.2,44,-0.1%
Cc1ccc(S(=O)(=O)N2CCN(C(=O)CSc3nnnn3C)CC2)c(C)c1,7%,-19%,-1.6%,-13%,-0.8%,-9%,6%,-2.3,38,-0.4%
CC(=O)Nc1ccc(NC(=O)C2CCN(c3ccc(C(F)(F)F)cn3)CC2)cc1,1%,-23%,-2.1%,1%,-1.1%,-1%,-20%[20 µM],-1.0,88,0.5%
Cc1ccc(-c2noc(CNS(=O)(=O)c3ccccc3)n2)cc1,7%,-18%,7.7%,-12%,1.5%,3%,16%,1.3,42,-0.1%
CCOc1ccc2ccccc2c1C1NC(=O)NC(C)=C1C(=O)OCCOC (stereo not given),4%,-18%,3.6%,10%,0.0%,2%,-16%,2.9,54,0.3%
O=C(C1CCCCC1)N1CCN(S(=O)(=O)c2ccc(Cl)cc2)CC1,3%,0%,2.6%,-4%,9.6%,18%,6%,-0.5,54,-0.1%
Cc1ccc2c(NC(=O)c3ccc(Br)o3)cccc2n1,10%,-6%,-1.3%,8%,0.5%,7%,-14%,-0.1,65,-0.1%
COCCNC(=O)NC(=O)CN1CCN(C(c2ccccc2)c2ccccc2)CC1,-5%,-37%,-0.5%,-1%,0.2%,-1%,-22%,-0.7,72,-0.3%
COc1ccccc1OCC(=O)NCCC1=CCCCC1,0%,-37%,2.2%,-4%,-10%,-9%,-27%,0.4,48,0.2%
COC(=O)c1ccc(C(=O)N2CCCC(CNC(=O)c3ccccc3Cl)C2)cc1 (stereo not given),0%,-18%,.,2%,0.1%,0%,-2%[20 µM],-0.7,89,-0.1%
COc1ccc(NC(=O)CCc2nnc3ccc(NCc4ccco4)nn23)cc1,12%,-25%,-3.8%,2%,-0.1%,7%,-8%,0.4,49,0.0%
COc1ccccc1N1CCN(C(CNS(=O)(=O)c2cc(F)ccc2F)c2cccnc2)CC1 (stereo not given),12%,23%,5.7%,22%,0.2%,-5%,-45%,-0.5,73,-0.2%
CC(=O)c1cccc(NS(=O)(=O)c2c(C(=O)N3CCOCC3)c(C)n(C)c2C)c1,13%,-16%,-8.5%,0%,0.5%,8%,-5%,0.4,61,0.1%
CCN1CCCc2cc(CN(CCN3CCOCC3)C(=S)Nc3ccc(OC)cc3)ccc21,15%,-9%,-3.3%,6%,0.1%,-5%,3%,-0.5,60,-0.3%
# New compounds follow.
SMILES,MgcRacGAP inhibition,NOD1 NF-kB reporter,KOR beta-arrestin-1,GPR35 arrestin U2OS,UTI89 phage lysis,GPR55 antagonists,KOR beta-arrestin-2,NTR1 ag,NTR1 ag cell count 20 µM,GPR55 beta-arrestin
COc1ccc(C(CNC(=O)C2CC(=O)N(Cc3ccc(C)cc3)C2)N(C)C)cc1 (stereo not given),11%,-2%,2.1%,1%,-0.1%,-4%,7%,1.6,68,-1.0%
COc1ccc(O)c(C(=O)c2cnc3nc4ccccc4n3c2)c1,-9%,-9%,-0.4%,7%,0.1%,5%,-16%,.,.,0.0%
O=C(O)/C=C/C(=O)Nc1ccc(OC(F)(F)F)cc1,6%,-8%,4.5%,-5%,0.1%,11%,12%,1.6,56,0.3%
CC(=O)c1sc2c(c1N)c(=O)[nH]c(=O)n2-c1ccccc1,6%,8%,-3.3%,-12%,0.0%,3%,-9%,1.6,84,0.0%
O=C(NCc1cnc2ccccn12)C1CCC(=O)N(Cc2ccccc2F)C1 (stereo not given),9%,2%,-0.5%,-9%,0.1%,-14%,-7%,-0.1,58,0.7%
COc1ccc(-n2c(CCC(=O)O)ccc2-c2ccccc2)cc1,2%,13%,.,12%,-0.2%,9%,-17%[20 µM],1.2,47,0.6%
O=C(CNCc1ccc(F)cc1)Nc1ccc(C(=O)N2CCCCC2)cc1,16%,-25%,-3.6%,11%,-0.1%,-2%,-10%,1.6,43,0.2%
COc1cc(C(=O)Nc2nccs2)ccc1OCc1c(C)noc1C,0%,-7%,-7.2%,-9%,1.9%,7%,-44%,-0.2,62,-0.3%
O=C(Cn1cc([N+](=O)[O-])cn1)Nc1ccccn1,3%,3%,4.0%,1%,5.5%,-2%,-5%,-0.2,50,-0.1%
N#CC1=C(N)C(C#N)(C#N)[C@H](c2cccnc2)[C@H]2CN(C(=O)OCc3ccccc3)CC=C12,-19%,-14%,-1.3%,0%,-1.3%,8%,25%,0.2,78,0.2%
Cc1c(OCC(F)(F)F)ccnc1CS(=O)c1nc2ccccc2[nH]1 (stereo not given),15%,-40%&-4%,-3.4%&-2.3%,-12%&-18%,8.2%,10%&2%,-23%&23%,-1.4,54,0.1%&-0.5%
O=C(NCc1ccccc1)C(=O)Nc1cccc(C(=O)O)c1,-10%,40%*,12%,24%,-0.3%[50 µM],5%,.,-0.6,52,-0.1%
CC1(C)Cc2c(C#N)c(N3CCOCC3)nc(Cc3ccccc3)c2CO1,9%,12%,-0.3%,6%,-0.1%,3%,7%,3.0,67,-0.2%
COc1ccc(OC)c(NC(=O)CCNS(=O)(=O)c2cc(Br)cnc2N)c1,-4%,-6%,-6.9%,11%,0.1%,8%,-22%,-0.7,51,-0.2%
Cc1cc(NS(=O)(=O)c2ccc(NC(=O)c3ccc([N+](=O)[O-])c(Cl)c3)cc2)no1,3%,-18%,2.6%,-4%,-0.1%,-6%,-19%,1.1,41,0.0%
COc1ccc(Br)cc1CSC(=N)N,0%,12%,.,5%,1.4%,8%,-57%[20 µM],0.7,32,-0.1%
COc1ccc(NC(=O)c2cc(=O)[nH]c(=O)[nH]2)cc1S(=O)(=O)Nc1ccccc1Cl,0%,-32%,1.0%,-4%,1.0%,-18%,6%,-1.1,72,-0.2%
Cc1ccc(C(=O)CCNc2cccc(Br)c2)o1,15%,-6%,-8.9%,-8%,-0.1%,-7%,-8%,1.5,45,0.2%
CCOC(=O)c1c2n(c3ccc(O)cc13)CCCCC2,9%,13%,6.3%,1%,0.2%,-8%,0%,3.6,44,0.3%
O=C(NCc1ccco1)c1nc(-c2ccc(F)cc2)no1,9%,-22%,-3.8%,-1%,-0.1%,13%,0%,-0.6,94,-0.3%
Cc1ccc(-n2c(P(C)(=O)O)nc3ccccc32)cc1,1%,-16%,5.6%,-1%,2.2%,-1%,-32%,4.0,47,-0.1%
CCCC(=O)N1CCCC(C(=O)c2ccc(OC)c(OC)c2)C1 (stereo not given),8%,-30%,0.3%,-2%,0.1%,-4%,-41%[20 µM],-1.9,55,-0.4%
OC(CNCC1COc2ccccc2O1)COc1ccc(Cl)cc1 (stereo not given),6%,-12%,-1.1%,8%,0.6%,-4%,-40%,-1.3,60,-0.2%
O=C(CN1C(=O)COc2ccc(S(=O)(=O)N3CCCCC3)cc21)NCc1ccc(F)cc1,-4%,-24%,0.5%,9%,0.2%,15%,-17%,1.4,58,-0.1%
CCN(CC)CCNC(=O)CS(=O)Cc1nc(-c2ccc(Cl)cc2)oc1C (stereo not given),1%,-4%,20%,-1%,-0.1%,-2%,-4%,-1.4,84,0.0%
# Additional compounds follow.
SMILES,MgcRacGAP inhibition,NOD1 NF-kB reporter,KOR beta-arrestin-1,GPR35 arrestin U2OS,UTI89 phage lysis,GPR55 antagonists,KOR beta-arrestin-2,NTR1 ag,NTR1 ag cell count 20 µM,GPR55 beta-arrestin
O=C1CCC[C@@H]2Cc3[nH]c4c(Cl)ccc(Cl)c4c3[C@@H]3CCN1[C@H]23,11%,4%,-1.3%,5%,8.2%,-5%,-44%[20 µM],6.1,89,0.0%
O=C(C1CCCN(S(=O)(=O)c2ccc(F)cc2)C1)N(Cc1cccs1)C1CC1 (stereo not given),1%,18%,12%,5%,-2.8%,6%,27%,1.7,58,0.2%
CNC(=S)N1CCn2cccc2C1c1cc(OC)c(OC)c(OC)c1 (stereo not given),0%,-29%,-1.0%,-6%,0.2%,1%,23%,0.4,51,-0.5%
COc1ccccc1NC(=S)N1CCC(NC(=O)C23CC4CC(CC(C4)C2)C3)CC1,6%,-23%,2.0%,-2%,0.9%,7%,-23%,0.0,45,-0.2%
CC(=O)Oc1c(Cl)cc(Cl)cc1/C=C/c1ccc2ccccc2n1,10%,2%,0.0%,-6%,1.4%,24%,-12%,9.1,72,-0.3%
Cc1cc(C)nc(NC(=O)c2cc(-c3ccc4c(c3)OCO4)nc3ccccc23)c1,-11%,-15%,9.3%,29%,1.4%,28%,-36%,1.3,50,-0.2%

# Screens from PubChem.

# This is a subset; count on the stated rates, not on these rows.
